# CHO-K1 Ca antag – nonselective inhibitor or artifact in parental CHO-K1 cells. ATP-induced calcium, Fluo-8 fluorescence. inhibition, % at 3 µM. hit rate 0.6% among 360,000. AID 602250;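 active means inhibition above a per-plate cutoff, the plate's mean sample inhibition plus 3 SD, cut at about 24% in these data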;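 further: 0% = DMSO plus EC80 ATP and 100% = DMSO alone without ATP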
# OXTR potentiate – potentiators of human oxytocin receptor. AID 2445. CHO-OTR cells, Fluo-8 calcium fluorescence, potentiator mode; 0% = oxytocin EC15, 100% = EC100. activation, % at 3 µM. hit rate 0.061% among 320,000. P30559;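 active means activation above that plate's cutoff, the mean activation of tested compounds plus 3 SD, cut at about 6.6% in these data, passing the limit was not always enough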;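 further: 100% uses oxytocin at 75 nM as the full agonist control; some results filed as inactive read as strong as hits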
#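 Assay system: CHO-OTR cells, human receptor / Also added: oxytocin at about EC15, sub-maximal agonist stimulus / Dosing: single dose, 3.0 µM nominal final compound concentration / Incubation: 6 min pre-incubation, 100 s read / Technique: Fluo-8 calcium dye fluorescence / Read-out: % activation vs EC15 and EC100 oxytocin / Benchmarks: EC15 oxytocin low, 75 nM oxytocin high / Replicates: singlicate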
# TAAR1 agonist – human TAAR1 agonism. Q96RJ0. CHO RD-HGA16 TAAR1, Fluo-8 calcium fluorescence; vehicle wells 0%, saturating PEA agonist 100%. activation, % at 3 µM. hit rate 0.99% among 360,000;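 active means activation above the mean activation of all test compounds in the run plus 3 SD, cut at about 38% in these data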
# Target sequence (Q96RJ0 whole entry, looked up): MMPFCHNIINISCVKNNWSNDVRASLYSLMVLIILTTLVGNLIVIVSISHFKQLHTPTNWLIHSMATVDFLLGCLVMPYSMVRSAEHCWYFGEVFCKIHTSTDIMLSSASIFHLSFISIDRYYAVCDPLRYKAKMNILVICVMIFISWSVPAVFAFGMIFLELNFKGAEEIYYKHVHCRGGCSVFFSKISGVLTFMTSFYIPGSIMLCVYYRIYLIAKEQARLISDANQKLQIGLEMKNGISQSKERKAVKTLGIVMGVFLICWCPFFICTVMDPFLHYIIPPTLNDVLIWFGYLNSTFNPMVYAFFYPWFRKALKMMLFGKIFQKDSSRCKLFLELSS
#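 Assay system: CHO-derived RD-HGA16 cells with stable Gα16 and human TAAR1; timing: 17-24 h seeding, 75 min 37 °C dye, 30 min RT; read-out: % activation from peak over basal fluorescence ratio, DMSO-to-PEA scaled; measured by: kinetic Fluo-8 calcium fluorescence; benchmarks: low control DMSO, high control PEA (EC100); doses: 3 µM single concentration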
# CHO parental Ca – signal in parental CHO cells, OX1R antagonist counter-screen; parental CHO-K1, ATP-induced calcium, Fluo-8 fluorescence; inhibition, % at 5.6 µM; hit rate 0.63% among 330,000;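 active means inhibition above that plate's mean sample inhibition plus 3 SD, cut at about 26% in these data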;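 further: 0% = ATP-challenged DMSO wells and 100% = DMSO wells without ATP; some compounds past the cut are filed as inactive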
#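 material = parental CHO cells | also added = ATP as calcium-mobilizing challenge | dosing = single point at 5.6 µM | detection = intracellular calcium via Fluo-8 no-wash fluorescent dye | read-out = % inhibition | benchmarks = low control ATP plus DMSO, high control DMSO only | repeats = one well per compound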
# M1 PAM parental – M1 PAM counterscreen hit in parental CHO-K1 cells. activation, % at 3 µM. ATP EC20, Fluo-8 calcium fluorescence; 0% at ATP EC20, 100% at ATP max. AID 602247. hit rate 0.02% among 360,000;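 active means activation above the run cutoff, the mean activation of all test compounds plus 3 SD, cut at about 40% in these data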;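 further: peak over basal fluorescence ratio in a 140 s read after ATP addition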
# M1 ag – activates human CHRM1 receptor. hit rate 0.33% among 360,000. P11229. CHO-K1 hM1, Fluo-8 calcium fluorescence, agonist mode; 0% DMSO, 100% acetylcholine EC100. activation, % at 3 µM;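 active means activation above the run's mean compound activation plus 3 SD, cut at about 16% in these data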;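 further: peak over basal fluorescence ratio within a 140 s kinetic read after compound addition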
# Target sequence (P11229 whole entry, looked up): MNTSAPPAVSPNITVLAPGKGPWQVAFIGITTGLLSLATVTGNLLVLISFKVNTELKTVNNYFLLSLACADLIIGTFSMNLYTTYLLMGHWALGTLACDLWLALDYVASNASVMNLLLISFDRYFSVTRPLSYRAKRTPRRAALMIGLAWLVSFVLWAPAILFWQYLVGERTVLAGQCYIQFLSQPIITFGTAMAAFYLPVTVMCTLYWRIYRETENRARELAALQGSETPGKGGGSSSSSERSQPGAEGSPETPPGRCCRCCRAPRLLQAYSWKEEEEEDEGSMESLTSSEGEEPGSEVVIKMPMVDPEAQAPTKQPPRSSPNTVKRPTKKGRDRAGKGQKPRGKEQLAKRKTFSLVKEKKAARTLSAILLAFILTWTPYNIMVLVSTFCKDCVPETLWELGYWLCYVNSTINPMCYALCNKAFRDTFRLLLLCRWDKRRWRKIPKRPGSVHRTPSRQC
# M1 antag – blocks human M1 muscarinic receptor | hit rate 1.3% among 360,000 | inhibition, % at 3 µM | CHO-K1 hM1, Fluo-8 calcium fluorescence, ACh EC80 antagonist | P11229;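 active means percent inhibition above its own plate's cutoff, namely the mean of that plate's compound wells plus 3 SD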;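 further: peak over basal fluorescence ratio during 140 s after agonist addition; 0% = ACh EC80 plus DMSO and 100% = DMSO alone without agonist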
# TAAR1 antag – human TAAR1 antagonism; inhibition, % at 3 µM; Q96RJ0; hit rate 1.5% among 360,000; CHO RD-HGA16 TAAR1, Fluo-8 calcium fluorescence, antagonist;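 active means inhibition above a per-plate cutoff, the mean inhibition of test compounds on that plate plus 3 SD, cut at about 49% in these data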;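 further: 0% = DMSO plus EC80 beta-PEA response and 100% = DMSO alone without agonist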
#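 System: CHO RD-HGA16 cells bearing hTAAR1. Reagent: EC80 β-phenethylamine stimulus. Schedule: seeding 17-24 h prior, 75-min 37 °C, 30-min RT dye loading. Signal: Fluo-8 intracellular calcium dye fluorescence, real-time kinetic reads. Read-out: % inhibition from peak post-agonist over basal fluorescence ratio. Benchmarks: vehicle wells and EC80 agonist wells. Replicates: n of 1.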
# CHO-K1 Ca ag – M1 agonist counterscreen hit in parental CHO-K1 cells; hit rate 0.48% among 360,000; AID 602248; activation, % at 3 µM; Fluo-8 calcium fluorescence; scaled to maximal ATP response, vehicle zero; in the data active means activation above about 15%;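 further: untransfected CHO-K1 host cells lacking M1 receptor as counterscreen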
# An asterisk follows results filed as active; nt = no result given. This is a random part of the collection (roughly 4.2% active in at least one column).
SMILES,CHO-K1 Ca antag,OXTR potentiate,TAAR1 agonist,CHO parental Ca,M1 PAM parental,M1 ag,M1 antag,TAAR1 antag,CHO-K1 Ca ag
COCCN1C(=O)C(O)=C(C(=O)c2ccco2)C1c1cccc(Oc2ccccc2)c1 (stereo not drawn),-8,-9,16,-10,30,-1,-17,-12,-0.3
S=C(NCCOCCOCCNC(=S)Nc1ccccc1)Nc1ccccc1,-12,-2,4,-4,32,-8,-2,-19,2.7
COC(=O)C1CCN(S(=O)(=O)c2cn(C)c(=O)n(C)c2=O)CC1,-13,1,2,-16,31,-1,-10,-39,0.8
COc1cc(C(=O)NCCc2ccc3c(c2)OCO3)cc(OC)c1OC,-13,nt,3,nt,17,-1,-20,-13,1.0
COCc1nnc(NC(=O)CCc2ccc(OC)cc2)s1,-9,6,1,-2,11,-1,-15,-7,0.2
O=C(Nc1ccnn1C1CCN(C2CCCC2)CC1)c1ccccc1,-4,-7,1,-19,-11,-3,-1,-14,0.3
CCCCC(CC)C(=O)Nc1ccc(C#N)cc1 (stereo not drawn),6,4,12,-15,-7,-5,-1,15,1.8
COC(=O)C1C2OC(C(Br)C2Br)C1C(=O)OC (stereo not drawn),11,nt,1,nt,-7,-2,-10,-22,4.4
CCOC(=O)c1ncccc1NC(=O)CC(=O)Nc1cccnc1C(=O)OCC,-1,-10,4,-16,13,0,-9,-65,0.3
CCOC(=O)CCc1n[nH]c(=O)[nH]c1=O,-2,-7,-1,-10,7,-1,-21,-7,0.1
COc1ccc(OCc2n[nH]c(=S)n2-c2ccc(C)cc2)cc1,-3,-7,7,3,10,-8,-5,-21,0.9
Cc1ccc(-c2cc(C(=O)N3CC(C)CC(C)C3)c3ccccc3n2)o1 (stereo not drawn),-5,-7,-1,-27,-6,-2,-6,13,0.0
CCN(CC)CCCNC(=S)N1CCn2c(nc3ccccc32)C1,-6,-5,1,-10,18,-11,-4,-3,0.6
CN(C)S(=O)(=O)c1ccc2c(c1)Cc1cc(S(=O)(=O)N(C)C)ccc1-2,-17,-5,6,-10,8,-6,-1,-4,2.4
O=C(Cn1c2ccccc2c2nc3n(c(=O)c21)CCS3)Nc1ccccc1C(F)(F)F,-5,-7,3,-26,-4,0,-2,-21,-1.1
CC[C@@]1(C(=O)OC)N[C@H](CN(C)C(=O)Nc2ccc(C(F)(F)F)cc2)[C@@H]2C(=O)N(Cc3ccccc3)C(=O)[C@@H]21,-6,-5,1,-25,3,-1,-2,-28,-0.2
CCC(=O)Nc1c2c(nn1-c1ccc(OC)cc1)CSC2,-16,-1,2,-3,5,-2,0,-1,0.9
Cc1cc(C(=O)COc2ccccc2C#N)c(C)n1C1CC1,0,-5,-2,-17,-2,-4,5,10,0.1
O=C(CSc1ncnc2ccccc12)NCc1ccco1,-3,-17,12,-19,-2,-3,-4,5,0.0
Cc1cccc(C(=O)NCCC(=O)Nc2nc(C)c(Cc3ccc4c(c3)OCO4)s2)c1,7,-11,2,-20,3,-3,-4,-3,0.0
CCN(CCC(=O)Nc1ccc(Br)c(C)c1)Cc1ccccc1,-14,-12,32,-29,18,-3,12,0,3.7
O=C(O)c1ccccc1Cc1ccc2c(c1)CCCC2,-12,nt,3,nt,18,1,-32,-8,2.5
CCOC(=O)c1cc(-c2ccccc2)n(CCC(=O)NC(C)CC)c1C (stereo not drawn),-3,0,1,-12,-9,-1,1,-11,-0.1
Cc1ccc(/C=C(\C#N)C(=O)N2CCCC2)c(C)c1,0,4,2,-11,-5,-2,-11,15,-1.1
O=C(NC1CCCC1)C(c1cccs1)N(C(=O)c1ccco1)c1ccc2c(c1)OCCO2 (stereo not drawn),12,-12,2,-34,-3,0,-11,16,1.8
CCCC(NS(=O)(=O)c1ccc(OC)cc1)C(=O)O (stereo not drawn),8,-1,13,-5,-3,-4,1,6,-0.3
CN(C)S(=O)(=O)c1cccc(NC(=O)c2cccc(S(=O)(=O)N3CCCCCC3)c2)c1,6,nt,8,nt,-20,-4,33*,39,8.3
CC1CCCN(C(=S)SCC(=O)c2cc(Br)cc(Br)c2O)C1 (stereo not drawn),-7,3,74*,1,17,5,4,-19,4.9
N#C/C(=C\Nc1ccc(Cl)cc1)S(=O)(=O)c1ccccn1,10,2,0,-2,-18,-6,-7,-9,0.3
O=C(NCc1ccc2c(c1)OCO2)c1ccc2c(c1)C(=O)N(CC1CCCO1)C2=O (stereo not drawn),4,-12,10,-9,1,-3,15,30,2.6
Cc1ccc(S(=O)(=O)Nc2cc(C(C)C)c(O)cc2C)cc1,-9,-6,3,-4,2,-2,0,9,0.3
CCN(CC)CC(=O)c1c[nH]c2ccc(OC)cc12,4,-17,4,4,11,1,-9,-19,0.0
COc1ccccc1OCC(=O)OCC(=O)NCCN1C(=O)CSC1=O,21,1,4,9,5,-3,-1,15,0.0
C=CC[C@H](CC(=O)N(CCO)Cc1ccccc1)C(=O)N[C@@H](C)COC(=O)[C@@H](CC=C)Cc1ccc(F)cc1,-16,-5,20,-17,10,-1,9,54*,8.0
Cc1ccc(C2=N/C(=C/c3cccs3)C(=O)N2Nc2ccccc2)cc1,-14,-8,15,-36,8,-4,-7,14,-0.1
CCN(CC)CCOC(=O)c1cccc(OC)c1,0,-1,-3,-8,16,-7,15,1,-0.1
COc1cc2oc(=O)cc(-c3ccc(-c4ccc(C)cc4)cc3)c2c(OC)c1OC,-19,nt,5,-20,0,1,-4,-6,0.4
C=CCSc1nnc2c(n1)OC(C)=Nc1ccc(Br)cc1-2,-8,-6,0,2,-6,-10,6,12,-0.3
O=C(Nc1ccncc1)c1ccc2c(c1)C(=O)N(CC1CCCO1)C2=O (stereo not drawn),-1,-8,36,-16,3,-4,-4,35,3.5
Cc1ccc(S(=O)(=O)N(C)CCCC(=O)Nc2ccncc2)cc1,6,-7,3,13,-13,0,14,11,4.2
O=C(CN1C(=O)c2ccccc2C1=O)Nc1cccc([N+](=O)[O-])c1,3,0,4,-8,6,-1,-4,-18,0.8
O=C(CSc1n[nH]c(-c2ccco2)n1)Nc1ccc(F)cc1,-2,-3,-2,9,-5,-1,-9,-11,0.0
O=C(O)CCc1ccc(-c2ccccc2)n1CC1CCCO1 (stereo not drawn),-10,-2,-2,-20,17,-4,-6,8,0.7
Cc1ccc2nc(Cl)c(CN(Cc3cccs3)C(=O)C3CC3)cc2c1,-7,-1,4,-23,-6,-2,5,13,-0.2
CCC1(c2ccccc2)NC(=S)N(c2ccc(C)c(C)c2)N1 (stereo not drawn),-14,-2,1,3,18,-6,-11,-30,0.6
O=C1NC[C@@H](CCCCN2C[C@H](Cc3ccccc3)N(CCc3ccc(O)cc3)C(=O)C2=O)N(CCc2ccccc2)C1=O,-27,nt,4,nt,7,nt,nt,-7,0.5
Cc1nc(Nc2nc3ccccc3o2)nc(C)c1C,-20,2,3,-8,28,-1,-12,0,0.2
CCOCC(=O)Nc1cc(OC)c(Cl)cc1OC,-12,-6,2,-11,19,-5,-17,-16,-0.5

# Another view of part of the listing above.
Compound | CHO-K1 Ca antag | OXTR potentiate | TAAR1 agonist | CHO parental Ca | M1 PAM parental | M1 ag | M1 antag | TAAR1 antag | CHO-K1 Ca ag
O=C(CN1C(=O)c2ccccc2C1=O)Nc1cccc([N+](=O)[O-])c1 | 3 | 0 | 4 | -8 | 6 | -1 | -4 | -18 | 0.8
O=C(CSc1n[nH]c(-c2ccco2)n1)Nc1ccc(F)cc1 | -2 | -3 | -2 | 9 | -5 | -1 | -9 | -11 | 0.0

# Other entries.
SMILES,CHO-K1 Ca antag,OXTR potentiate,TAAR1 agonist,CHO parental Ca,M1 PAM parental,M1 ag,M1 antag,TAAR1 antag,CHO-K1 Ca ag
COc1cc(Cl)c(S(=O)(=O)n2cnc(C)c2)cc1Cl,-17,-3,1,-10,19,-3,-7,7,0.1
COc1ccc(/C=N/n2c(=S)n(C)c3ccccc32)cc1OC,-36,1,14,-13,12,-3,-1,12,0.5
COc1cc(OC)cc(C(=O)NCC(C)NC(=O)c2cc(OC)cc(OC)c2)c1 (stereo not drawn),-8,1,4,-19,14,-2,1,9,1.1
COc1ccc(NC(=O)c2ccccc2NC(=O)CN2CCCCCC2)cc1,-7,-3,4,-6,-2,-6,4,-7,-0.6
COc1cccc(CN2CCN(Cc3nc(-c4cccc(F)c4F)oc3C)CC2=O)c1,7,-2,-1,-23,5,-8,3,3,6.0
C/C(=N\Nc1ccccc1[N+](=O)[O-])c1ccccc1O,9,-4,0,-19,-10,1,-9,-13,-0.8
O=C(c1ccc(Br)o1)N1CCC(c2nc3ccccc3[nH]2)CC1,-7,-7,2,14,4,-7,-13,-4,0.8
O=C(O)c1ccc(OS(=O)(=O)c2cccc(C(F)(F)F)c2)cc1,-3,-5,4,-6,5,0,-2,-15,0.5
O=C(CSc1nc(-c2ccc(F)cc2)cs1)N1CCc2ccccc21,-16,3,nt,-6,18,-6,-9,nt,0.4
CCCc1nc2sc3c(=O)n(N)cnc3c2c2c1CCCC2,-6,-10,0,-2,11,-4,-11,-1,0.0
CCOC(=O)C1CCN(C(=O)c2cccnc2Oc2ccccc2)CC1,-8,-2,0,-13,-15,1,-7,2,0.5
O=C(CN1C(=O)NC2(CCCC2)C1=O)Nc1ccc(OC(F)(F)F)cc1,-13,-2,0,-10,14,-3,-16,-8,0.6
CCCCCSc1nc2c(cnn2-c2ccccc2)c(=O)[nH]1,-7,-1,0,-6,15,-2,-25,6,-0.2
CCOc1ccccc1C(=O)NC1CC2CCCC(C1)N2C1CC1 (stereo not drawn),-5,-8,0,-11,21,-6,-13,-3,0.8
CCc1[nH]nc2c1C(c1ccc(Br)s1)C(C#N)=C(N)O2 (stereo not drawn),-1,-2,15,-6,8,-2,-20,9,0.1
COc1ccc(N=c2ssnc2Cl)cc1,-4,-13,nt,-9,11,0,-8,nt,0.2
O=S(=O)(c1cccc(S(=O)(=O)N2CCCC2)c1)c1cccc(S(=O)(=O)N2CCCC2)c1,-19,1,9,-10,18,-6,-7,-5,1.6
CCC(C)[C@H](NC(=O)[C@@H]1CSC2c3ccccc3C(=O)N21)C(=O)NC1CCCC1 (stereo partly drawn),-14,-1,0,-20,5,-3,-12,-22,-0.6
O=C(CN1c2cccc3cccc(c23)S1(=O)=O)NCc1ccc(Cl)cc1,-14,-8,12,-32,-11,-3,-2,12,0.8
OCCNc1nc2ccccc2n1-c1ccccc1,-5,0,7,-9,-1,-4,10,10,0.2
